SMN2 splice enh = enhancers of SMN2 splice variant expression | HEK293 SMN2-luciferase splicing reporter, luminescence, 30-36 h | Potency, µM (titrated, usually from 46.1 µM), for the others: at the top dose activity change, positive = activation, actives largely listed as activators | hit rate 2.8% among 210,000 | AID 1458; note: % of control where 0% means no effect; nearly all actives have a fitted effect of over 55% in size
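HEK293 cells carry an SMN2 minigene-luciferase reporter in which exon 7 inclusion puts luciferase in frame. Cells were seeded at 2000 cells/well, attached for 10-12 hours, then exposed to compounds for 30-36 hours at 37C before ONE-Glo luminescence.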
GAA glycogen mod = inhibitors or activators of human alpha-glucosidase glycogen cleavage. P10253. recombinant GAA, glycogen substrate, Amplex Red glucose oxidase fluorescence. Potency, µM (highest dose often 76.4 µM), for inactives: at the top dose activity change, negative = inhibition, most hits filed as inhibitors. hit rate 0.38% among 300,000;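 note: 0% = full enzyme reaction and -100% = no-enzyme basal signal; the screen sought inhibitors and activators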
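Natural-substrate format: glycogen cleavage by 4 nM human enzyme, glucose read by Amplex Red coupling (Ex 573, Em 610 nm). Normalized to enzyme and no-enzyme controls.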
GoLoco inh red = blocks human Gai1 binding to RGS12 GoLoco peptide, red readout | P63096 | Gai1:RGS12 GoLoco peptide FP, rhodamine, 10 min | Potency, µM (series often up to 61.6 µM), without a hit: at the top dose activity, negative = inhibition, hits mostly inhibitors | hit rate 0.44% among 230,000; active = well fitted inhibition curve with a large enough effect, not every such curve was filed as active; inactive = no such curve, though single readings can be large or run the other way; note: % is set by controls: 0 for no effect and ±100 for the full control effect; nearly all actives have a fitted effect of over 30% in size; many of its hits are not listed in these tables
Target sequence (P63096 whole entry, looked up): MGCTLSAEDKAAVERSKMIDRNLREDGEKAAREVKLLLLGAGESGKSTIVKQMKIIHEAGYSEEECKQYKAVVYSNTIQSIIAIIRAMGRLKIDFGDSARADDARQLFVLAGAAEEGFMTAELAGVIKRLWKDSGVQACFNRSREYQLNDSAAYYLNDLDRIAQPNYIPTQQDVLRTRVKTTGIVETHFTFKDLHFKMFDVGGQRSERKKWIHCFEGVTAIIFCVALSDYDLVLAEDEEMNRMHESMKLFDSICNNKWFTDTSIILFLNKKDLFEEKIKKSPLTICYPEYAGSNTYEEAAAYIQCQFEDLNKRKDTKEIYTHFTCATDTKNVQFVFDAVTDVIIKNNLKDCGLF
JMJD2E inh = inhibitors of human JMJD2E histone demethylase | AID 2147 | JMJD2E catalytic domain, FDH-coupled NADH fluorescence (FDH is formaldehyde dehydrogenase) | hit rate 1.6% among 230,000 | Potency, µM (top dose mostly 57.1 µM), for the others: at the top dose activity change, negative = inhibition, usual class: inhibitors | B2RXH2; active = well fitted inhibition curve with a large enough effect, not every such curve was filed as active; inconclusive = small, poorly fitted or top-dose-only effect, or another doubt; inactive = no such curve, though single readings can be large or run the other way;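 note: 0% = wells with enzyme and -100% = buffer wells without enzyme; nearly all actives have a fitted effect of over 50% in size; many of its hits are not listed in these tables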
Target sequence (B2RXH2 1-337 limits assumed): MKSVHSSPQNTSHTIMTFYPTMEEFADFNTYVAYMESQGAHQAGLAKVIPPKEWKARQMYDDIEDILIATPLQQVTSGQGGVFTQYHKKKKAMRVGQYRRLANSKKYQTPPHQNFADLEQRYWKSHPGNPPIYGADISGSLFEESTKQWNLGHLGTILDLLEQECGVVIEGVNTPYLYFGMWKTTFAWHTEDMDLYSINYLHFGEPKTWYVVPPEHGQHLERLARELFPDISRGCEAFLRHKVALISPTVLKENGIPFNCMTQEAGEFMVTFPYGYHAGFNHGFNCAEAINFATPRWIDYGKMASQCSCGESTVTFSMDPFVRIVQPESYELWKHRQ
GAA spleen mod = lysosomal alpha-glucosidase (human) modulation. P10253. human spleen homogenate, 4-MU-alpha-glucoside fluorescence. Potency, µM (top dose mostly 79.9 µM), for inactives: top-dose activity change, negative = inhibition, usual class: inhibitors. hit rate 0.006% among 240,000. AID 2112;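 note: 0% = enzyme with vehicle and -100% = no enzyme basal signal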
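Enzyme source: human spleen homogenate, 1 ug/well. Buffer 50 mM citric acid/K phosphate pH 5.0, 0.01% Tween-20. 4-MU-alpha-glucoside 1 mM; 37 C x 40 min; NaOH/glycine stop; fluorescence.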
aGal spleen mod = alpha-galactosidase A (human) modulation; AID 2107; hit rate 0.008% among 240,000; human spleen homogenate, 4MU-alpha-Gal fluorescence, 40 min; Potency, µM (doses to about 80 µM), without a hit: at the top dose activity change, negative = inhibition, hits mostly inhibitors;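 note: 0% = enzyme with vehicle and -100% = no enzyme basal signal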
Target sequence (P06280 32-429 limits assumed): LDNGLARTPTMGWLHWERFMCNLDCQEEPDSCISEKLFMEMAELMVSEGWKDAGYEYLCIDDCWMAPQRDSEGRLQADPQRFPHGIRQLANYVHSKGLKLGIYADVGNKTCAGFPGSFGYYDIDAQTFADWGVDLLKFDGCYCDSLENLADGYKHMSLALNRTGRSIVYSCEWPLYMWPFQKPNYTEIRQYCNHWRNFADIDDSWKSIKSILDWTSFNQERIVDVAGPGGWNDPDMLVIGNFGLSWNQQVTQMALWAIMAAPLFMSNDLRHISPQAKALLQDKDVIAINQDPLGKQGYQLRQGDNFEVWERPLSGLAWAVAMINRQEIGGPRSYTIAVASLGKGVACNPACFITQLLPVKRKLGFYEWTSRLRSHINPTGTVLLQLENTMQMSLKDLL
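Human spleen homogenate (1 ug) was the enzyme source, with 4-methylumbelliferyl-alpha-D-galactopyranoside (1 mM final) in pH 5.0 citrate buffer with 0.01% Tween-20. Compounds were titrated; after 40 min at 37C, NaOH/glycine stop, 4-MU fluorescence read; AC50 from Hill fits.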
ALDH1A1 inh = inhibitors of human aldehyde dehydrogenase 1A1; Purified ALDH1A1, NADH fluorescence, propionaldehyde substrate; Potency, µM (series often up to 75.3 µM), inactives show at the highest dose activity, negative = inhibition, hits mostly inhibitors; hit rate 7.3% among 220,000; active = well fitted inhibition curve with a large enough effect, not every such curve was filed as active; inconclusive = small, poorly fitted or top-dose-only effect, or another doubt; inactive = no such curve, though single readings can be large or run the other way;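 note: plate controls were no enzyme wells and a reference inhibitor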
GAA inhib = inhibitors of human lysosomal alpha-glucosidase | purified human GAA, 4-MU-alpha-glucoside fluorescence | Potency, µM (series often up to 76.9 µM), for the others: at the top dose activity change, negative = inhibition, actives largely listed as inhibitors | hit rate 0.005% among 200,000 | P10253;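 note: plate controls were uninhibited enzyme wells for no effect and no-enzyme background for full effect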
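Endpoint fluorogenic read: 20 min room-temperature reaction of 4 nM human alpha-glucosidase with 400 uM 4-methylumbelliferyl-alpha-D-pyranoside, pH 5.0, quenched with 1M NaOH/1M glycine pH 10. AC50 from Hill modeling.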
An asterisk follows results filed as active; [ ] = another dose, or the depositor's remark. Unless noted, calls come from the whole dose curve; as a rule, active = well fitted curve in the direction sought with a large enough effect; inconclusive = small, poorly fitted or top-dose-only effect, or another doubt; inactive = no such curve, though single readings can be large; an effect the other way counts as inactive or inconclusive. Potency is the fitted concentration of half-maximal effect.

For CCOc1cccc(C(=O)N(Cc2ccc(F)cc2)C2CCS(=O)(=O)C2)c1 (stereo not given) the results were SMN2 splice enh -8%, GAA glycogen mod 2%, GoLoco inh red 9%, JMJD2E inh -2%, GAA spleen mod -4%, aGal spleen mod 10%, ALDH1A1 inh 6% and GAA inhib -11%.
CN(CC(=O)Nc1cccc(F)c1)CC(=O)Nc1cccc(S(=O)(=O)N2CCCCCC2)c1 was read as GAA glycogen mod -8%, GoLoco inh red 3%, JMJD2E inh -5%, GAA spleen mod -12% and aGal spleen mod 1%.
For Cc1ccc(C(=O)NC(=S)Nc2ccccc2C)cc1 the results were GAA glycogen mod -22%, GoLoco inh red 11%, JMJD2E inh -6%, GAA spleen mod 18%, aGal spleen mod 10%, ALDH1A1 inh -2% and GAA inhib 9%.
For Cc1nn(C)c(C)c1NC(=O)CCl the results were SMN2 splice enh -7%, GAA glycogen mod inconclusive, GoLoco inh red 4%, JMJD2E inh -9%, GAA spleen mod 4%, aGal spleen mod 8%, ALDH1A1 inh 2% and GAA inhib 9%.
COc1ccc(NC(=O)Nc2ccc(OC)cc2)cc1 was read as SMN2 splice enh inconclusive, GAA glycogen mod 2%, GoLoco inh red 4%, JMJD2E inh 2%, GAA spleen mod -7%, aGal spleen mod -11%, ALDH1A1 inh 9% and GAA inhib -6%.
Screening COc1cc(NC(=O)c2cc3ccccc3o2)c(OC)cc1Cl returned SMN2 splice enh -13%, GAA glycogen mod -16%, GoLoco inh red 3%, JMJD2E inh inconclusive, GAA spleen mod -1%, aGal spleen mod 2%, ALDH1A1 inh inconclusive and GAA inhib -4%.
`CSc1ccc(/C=C/C(=O)c2ccc(NC(=O)C(C)C)cc2)cc1` gave SMN2 splice enh -14%, GAA glycogen mod -3%, GoLoco inh red 13%, JMJD2E inh inconclusive, GAA spleen mod 4%, aGal spleen mod 8%, ALDH1A1 inh inconclusive and GAA inhib inconclusive.
C#CCNC(=O)C1=C[C@@H](C(C)(C)C)C[C@@H](OCc2ccc(CO)cc2)O1 was read as GAA glycogen mod 4%, GoLoco inh red 8%, JMJD2E inh -3%, GAA spleen mod 4%, aGal spleen mod 0% and ALDH1A1 inh -5%.
COc1ccc(NC(=O)CN2CCN(CC(=O)Nc3ccc4c(c3)OCO4)CC2)cc1 was read as SMN2 splice enh inconclusive, GAA glycogen mod -2%, GoLoco inh red 1%, JMJD2E inh -5%, GAA spleen mod -2%, aGal spleen mod -1%, ALDH1A1 inh 6.3µM* and GAA inhib -14%.
For CSc1cccc(NC(=O)OC2CCCCCCCCCCC2)c1 the results were SMN2 splice enh -9%[9.22 µM], GAA glycogen mod -5%, GoLoco inh red 3%[14.2 µM], JMJD2E inh -1%, GAA spleen mod 7%, aGal spleen mod 5% and ALDH1A1 inh -6%[13.5 µM].
For O=C(Nc1ccc(N2CCCCC2)cc1)c1ccccc1 the results were SMN2 splice enh 1.4µM*, GAA glycogen mod 0%, GoLoco inh red 1%, JMJD2E inh -3%, GAA spleen mod -4%, aGal spleen mod 5%, ALDH1A1 inh -1% and GAA inhib 6%.
For O=S(=O)(c1ccc(NC(=S)NN=C2CCCCC2)cc1)N1CCOCC1 the results were SMN2 splice enh 10%, GAA glycogen mod inconclusive, GoLoco inh red 14%, JMJD2E inh inconclusive, GAA spleen mod -5%, aGal spleen mod -6%, ALDH1A1 inh 14µM* and GAA inhib inconclusive.
For Cc1cc(C)c(C#N)c(SC(C(=O)NC(C)(C)C)c2ccccc2)n1 (stereo not given) the results were GAA glycogen mod -8%, GoLoco inh red -11%, JMJD2E inh 0%, GAA spleen mod 0%, aGal spleen mod 2%, ALDH1A1 inh 9% and GAA inhib 4%.
For COC(=O)c1ccc(OCC(O)CN(CCO)CC(O)Cn2ccc3ccccc32)cc1 (stereo not given) the results were SMN2 splice enh -35%[inhibitor], GAA glycogen mod 14%, GoLoco inh red 4%, JMJD2E inh 0%, GAA spleen mod -8%, aGal spleen mod -7%, ALDH1A1 inh 4% and GAA inhib -1%.
`CCCC(=O)Nc1nc(C)c(-c2csc(Nc3ccccc3C)n2)s1` gave SMN2 splice enh 12%, GAA glycogen mod -27%, GoLoco inh red 221%[activator], JMJD2E inh -9%, GAA spleen mod -8%, aGal spleen mod 1%, ALDH1A1 inh 10µM* and GAA inhib -3%.
`O=C(Nc1ccc(N2CCCC2)cc1)c1ccc(Br)o1` gave SMN2 splice enh inconclusive, GAA glycogen mod -10%, GoLoco inh red -7%, JMJD2E inh -5%, GAA spleen mod -8%, aGal spleen mod -2%, ALDH1A1 inh inconclusive and GAA inhib -7%.
Screening CC(=O)C1=C(C)NC(=S)NC1c1cccc([N+](=O)[O-])c1 (stereo not given) returned SMN2 splice enh -5%, GAA glycogen mod -5%, GoLoco inh red 3%, JMJD2E inh 4%, GAA spleen mod 10%, aGal spleen mod 10%, ALDH1A1 inh inconclusive and GAA inhib -12%.
For Cc1occc1-c1nnc(-c2cc([N+](=O)[O-])cc([N+](=O)[O-])c2)o1 the results were GAA glycogen mod 2%, GoLoco inh red 6%, JMJD2E inh -7%, GAA spleen mod 3%, aGal spleen mod 5%, ALDH1A1 inh inconclusive and GAA inhib 3%.
For S=C(NC1CCCCC1)N1CCN(Cc2ccccc2)CC1 the results were SMN2 splice enh -2%, GAA glycogen mod 4%, GoLoco inh red 14%, JMJD2E inh 8%, GAA spleen mod -3%, aGal spleen mod -8%, ALDH1A1 inh 1% and GAA inhib inconclusive.
For N#Cc1ccc(-c2ccc(F)cc2)nc1Sc1ccc(F)cc1 the results were SMN2 splice enh -17%, GAA glycogen mod 9%, GoLoco inh red 6%, JMJD2E inh 3%, GAA spleen mod -2%, aGal spleen mod -3%, ALDH1A1 inh -1% and GAA inhib -2%.
COC(=O)COc1cccc2c(=O)n(CC(=O)NCCc3ccccc3)ccc12 was read as SMN2 splice enh -10%, GAA glycogen mod 3%, GoLoco inh red 3%, JMJD2E inh inconclusive, GAA spleen mod 5%, aGal spleen mod -5%, ALDH1A1 inh -7% and GAA inhib -1%.
Screening O=C(NC(Cc1c[nH]c2ccccc12)C(=O)N1CCOCC1)c1cccs1 (stereo not given) returned SMN2 splice enh -6%, GAA glycogen mod 7%, GoLoco inh red -8%, JMJD2E inh -6%, GAA spleen mod 6%, aGal spleen mod 4%, ALDH1A1 inh inconclusive and GAA inhib -4%.
`CC(C)N1CCC(NC(=O)Nc2ccccc2)CC1` gave SMN2 splice enh 0%, GAA glycogen mod 14%, GoLoco inh red 10%, JMJD2E inh 12%, GAA spleen mod 5%, aGal spleen mod -3%, ALDH1A1 inh inconclusive and GAA inhib 5%.
COc1ccccc1OCc1nnc(SCC(=O)NCc2ccco2)n1Cc1ccco1 was read as GAA glycogen mod -25%, JMJD2E inh 0%, GAA spleen mod 3%, aGal spleen mod -1%, ALDH1A1 inh inconclusive and GAA inhib 4%.
COc1ccc(CC(NC(C)=O)C(=O)NC2CCN(c3c4c(nc5ncnn35)CCC4)CC2)cc1 (stereo not given) was read as SMN2 splice enh -1%, GAA glycogen mod 3%, GoLoco inh red -2%, JMJD2E inh -4%, GAA spleen mod 9%, aGal spleen mod inconclusive, ALDH1A1 inh 0% and GAA inhib 2%.
Screening Cc1[nH]c2ccccc2c1C(=O)CNc1nccs1 returned SMN2 splice enh 14%, GAA glycogen mod 1%, GoLoco inh red -61%, JMJD2E inh -2%, GAA spleen mod -3%, aGal spleen mod 6%, ALDH1A1 inh inconclusive and GAA inhib 0%.
`Cc1nnc(N(C)C(=O)c2ccncc2)s1` gave SMN2 splice enh 10%, GAA glycogen mod -4%, GoLoco inh red 0%, JMJD2E inh -10%, GAA spleen mod -5%, aGal spleen mod -6%, ALDH1A1 inh 4% and GAA inhib 12%.
For COc1ccc(CN2C(=O)c3ccccc3C2=O)cc1C(=O)Nc1ccc(C)cc1C the results were SMN2 splice enh 5%, GAA glycogen mod 8%, GoLoco inh red 12%, JMJD2E inh 7%, GAA spleen mod -1%, aGal spleen mod -3%, ALDH1A1 inh 10% and GAA inhib 1%.
`CC(C)(Oc1ccc(Br)cc1)C(=O)N1CCc2ccccc21` gave SMN2 splice enh 18%, GAA glycogen mod -9%, GoLoco inh red 4%, JMJD2E inh 3%, GAA spleen mod -6%, aGal spleen mod -1%, ALDH1A1 inh 1% and GAA inhib -13%.
Screening Cc1csc(NC(=O)CSc2nnc(C)c(=O)n2N)n1 returned SMN2 splice enh 15%, GAA glycogen mod -8%, GoLoco inh red -14%, JMJD2E inh 1%, GAA spleen mod 5%, aGal spleen mod 7%, ALDH1A1 inh 7% and GAA inhib 14%.
Screening Cc1ccc(CC2CC(=O)N(c3ccc(C)cc3)C2=O)cc1 (stereo not given) returned SMN2 splice enh -3%, GAA glycogen mod 0%, GoLoco inh red -7%, JMJD2E inh -4%, GAA spleen mod 5%, aGal spleen mod 4%, ALDH1A1 inh -11% and GAA inhib -3%.
`Cc1nc(NC(=O)c2cc(-n3cnnc3)ccc2Cl)ccc1Br` gave SMN2 splice enh -27%, GAA glycogen mod -2%, GoLoco inh red 1%, JMJD2E inh -5%, GAA spleen mod -17%, aGal spleen mod 7%, ALDH1A1 inh 5% and GAA inhib 5%.
`c1cc2c(cc1Nc1nc(-c3ccc4c(c3)OCO4)cs1)OCCO2` gave SMN2 splice enh 4µM*, GAA glycogen mod -25%, GoLoco inh red 13%, JMJD2E inh -9%, GAA spleen mod -3%, aGal spleen mod 2%, ALDH1A1 inh 18µM* and GAA inhib -7%.
`CS(=O)(=O)N(C(=O)NC(=O)NC1CCS(=O)(=O)C1)C1CCCCC1` (stereo not given) gave SMN2 splice enh -4%, GAA glycogen mod 8%, GoLoco inh red 5%, JMJD2E inh 1%, GAA spleen mod -3%, aGal spleen mod -4%, ALDH1A1 inh 9% and GAA inhib -4%.

Nothing new here: entries from further up.
Screening Cc1ccc(CC2CC(=O)N(c3ccc(C)cc3)C2=O)cc1 (stereo not given) returned SMN2 splice enh -3%, GAA glycogen mod 0%, GoLoco inh red -7%, JMJD2E inh -4%, GAA spleen mod 5%, aGal spleen mod 4%, ALDH1A1 inh -11% and GAA inhib -3%.
`Cc1nc(NC(=O)c2cc(-n3cnnc3)ccc2Cl)ccc1Br` gave SMN2 splice enh -27%, GAA glycogen mod -2%, GoLoco inh red 1%, JMJD2E inh -5%, GAA spleen mod -17%, aGal spleen mod 7%, ALDH1A1 inh 5% and GAA inhib 5%.

An excerpt, so the mix of outcomes need not match the whole.
